# FN deposition inh: fibronectin deposition inhibition | AH1F fibroblasts, Alexa488-fibronectin deposition fluorescence, overnight | inhibition, % at 12.6 µM | 350,000 tested, 0.086% active | AID 743247;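 active = mean inhibition across replicates of 30% or more, regardless of how many single replicates reach that level; inconclusive = mean under 30% yet at least half of replicates reach 30%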;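 note: positive control wells lacked labelled fibronectin entirely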
#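 Material: AH1F fibroblast monolayer depositing Alexa488-labelled fibronectin into matrix | Input: 10000 AH1F cells/well | Medium: DMEM plus 2% serum, read in PBS | Reagent: Alexa488-fibronectin, 24 nM final in well | Compound dosing: One dose per compound, pinned | Schedule: 1 h adhesion, overnight exposure | Measured by: Fluorescence at 485 nm excitation, 525 nm emission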
# INS-1E GSIS act: GLuc luminescence reporter in INS-1E cells, primary screen for activators of glucose-dependent secretion of insulin. INS-1E GLuc reporter insulin secretion, 2-3 h. activation, % at 16.6 µM. 370,000 tested, 0.61% active;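 active = lowest replicate activation of at least 40%, so every replicate reaches that level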;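 note: 0% = median of neutral control wells and 100% = median of IBMX positive control wells; some compounds called inactive have numbers as strong as hits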
# EWS-Fli inh: EWS/Fli transcriptional activity inhibition; A673 NR0B1-luciferase reporter, viability-normalised; inhibition, % at 12.6 µM; 350,000 tested, 0.67% active;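 active = mean inhibition of at least 50% after viability correction, with every replicate also passing that limit; inconclusive = mean reaches 50% but only one of two replicates passes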;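 note: firefly luciferase signal divided by Alamar Blue viability fluorescence both relative to DMSO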
# PAX8 inh HTS: PAX8 transcriptional activity inhibition | AID 652154 | RMG-I TPO-luciferase reporter, SteadyGlo, 24 h | 360,000 tested, 1.2% active | inhibition, % at 12.6 µM;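 active = mean replicate inhibition at least 60% with every replicate also reaching 60%; inconclusive = only one of the two criteria is met; inactive = mean below 60% and not all replicates reaching 60%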;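 note: luciferase light reporting Pax8 driven TPO promoter activity; plate controls were median of neutral control wells for no effect and mitoxantrone controls for full effect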
# DENV2 CPE rescue: protects cells from dengue virus 2 cytopathic effect; DENV2-infected cells, cytopathic effect rescue, plate reader; CPE inhibition, % at 9.99 µM; 350,000 tested, 1.7% active; AID 651640; in the data active = CPE inhibition above about 20%, passing the limit was not always enough; inconclusive = no clear call, values can overlap the other calls; tested in BHK-21 cells;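 note: 0% = median of neutral control wells and 100% = median of positive control wells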
# CFTR F508del cor: correctors of CFTR F508del function in bronchial epithelial cells. CFBE cells, YFP halide quenching; stimulated with forskolin plus potentiator P3; % fluorescence drop versus neutral controls. activity (quench increase), % at 7.58 µM. 350,000 tested, 0.36% active. AID 720511;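 active = mean added fluorescence quench of at least 8% versus neutral control, with both replicates also reaching 8%; inconclusive = only one of the mean or replicate conditions met; inactive = mean below 8% and not both replicates reaching 8%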;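 note: cells transiently co-express mutant CFTR-F508del with the halide-sensitive YFP; corrector assay measuring rescue of mutant channel to the surface after 24 h compound exposure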
# miR122 inh: blocks miR-122 activity in Huh7 sensor cells. Huh7 miR-122 Renilla luciferase sensor, 48 h; neutral wells = 0, positive control = 100. activation (reporter increase), % at 12.5 µM. 340,000 tested, 0.3% active;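 active = mean replicate activation score at least 90 and every replicate individually at or above 90; inconclusive = only one of the two criteria met; inactive = neither criterion met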;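 note: higher luciferase means less miR-122 activity so hits act as miR-122 inhibitors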
# * hit, by the source's call; ? = inconclusive; / = not tested or not shown; & = joins results of further samples; [ ] = dose if it differs, or a comment.
1) COc1ccc(Nc2ncnc3sccc23)c(OC)c1
2) C/C=C/c1ccc(C2[C@H]3CNC[C@@H]2N3C(=O)Nc2cc(F)ccc2F)cc1 (stereo partly drawn)
3) CCCCn1cc(C(C)(C)C)c(C#N)c1NC(C)=O
4) COc1ccc(C(=O)N2CCCC2(C)C(=O)NCC(C)C)cc1C(F)(F)F (stereo not drawn)
5) COC(=O)c1nnn(-c2nonc2N)c1-c1cccs1
6) O=C(Nc1nccs1)c1ccc(N2C(=O)C3CCCCC3C2=O)cc1 (stereo not drawn)
7) COc1ccc(S(=O)(=O)Nc2ccc3c(c2)CC(=O)N([C@@H](C)CO)C[C@@H](C)[C@H](CN(C)S(=O)(=O)c2ccc(C)cc2)O3)cc1
8) Cc1ccc(S(=O)(=O)/N=c2\scc(C)n2C)cc1
9) CCCNC(=O)N1C[C@H](C)[C@@H](OC)CN(C)C(=O)c2ccc(NC(C)=O)cc2OC[C@H]1C
10) CCCCOc1ccc(C(=O)NCC(=O)NCCOc2ccccc2OC)cc1
compound no.	1	2	3	4	5	6	7	8	9	10
FN deposition inh	2	-6&-5	11	-2	-7	/	-7	11	-8	-3
INS-1E GSIS act	3	-12&-13	20	-10	4	1	-2	14	-1	-12
EWS-Fli inh	-29	-8	3	2	/	-5	33	-1	-4	0
PAX8 inh HTS	2	0	-11	9	-17	0	20	20	-3	-6
DENV2 CPE rescue	4	-2&6	4	-2	/	-3	1	3	16	-5
CFTR F508del cor	0.4	1.3&-3.9	-2.0	-0.2	/	-4.3	-0.1	4.0	-2.0	-1.2
miR122 inh	/	/	-7	-1	-9	/	-8[16.7 µM]	25	0[16.7 µM]	-9

11) C(=N\N(Cc1ccccc1)c1ccccc1)/c1ccco1
12) O=C(NNC(=O)c1cc2cc(OC(F)(F)F)ccc2[nH]1)c1cccc(C(F)(F)F)c1
13) CO[C@H]1CN(C)C(=O)c2ccc(NC(=O)c3cccc(F)c3)cc2OC[C@H](C)N(C(C)=O)C[C@H]1C
14) COc1ccccc1Cc1c(-c2ccc(Cl)cc2)nc2c3ccccc3ccn12
15) COc1ccccc1N(CC(=O)NCc1ccc(F)cc1)C(=O)CCC(=O)Nc1ccccn1
16) CC1CN(C(=O)CN2C(=O)NC3(CCCC3)C2=O)C(=Nc2cccc(S(=O)(=O)N(C)C)c2)S1 (stereo not drawn)
17) COc1ccc(-c2cc(C(=O)N3CCN(c4ccc(F)cc4)CC3)no2)cc1
18) C[C@@H]1ON(C)[C@H]2C[C@H]3c4cc(-c5ccc(F)cc5)ccc4CCN3C[C@@H]12
19) COc1cccc(Nc2ccc(N3CCCCC3)cc2)c1OC
20) CN(C)c1ncnc2c1ccn2C1OC(CO)C(O)C1O (stereo not drawn)
compound no.	11	12	13	14	15	16	17	18	19	20
FN deposition inh	/	-16	/	-4	2	/	-11	-14	9	17
INS-1E GSIS act	-9	-29	-4	35	-4	-6	5	-32	/	-5
EWS-Fli inh	7	8	4	-2	-2	-3	8	0	-124	63*
PAX8 inh HTS	-4	17	/	40	15	13	0	10	-111	?
DENV2 CPE rescue	0	0	-6	-9	14	/	2	0	-3	-10
CFTR F508del cor	-5.9	-0.3	-0.5	2.1	0.6	-5.4	1.8	-2.9	1.4	-3.7
miR122 inh	-3	/	2[16.7 µM]	/	/	/	-1	/	-3	/

# Reprinted: entries 6 to 20
6) O=C(Nc1nccs1)c1ccc(N2C(=O)C3CCCCC3C2=O)cc1 (stereo not drawn)
7) COc1ccc(S(=O)(=O)Nc2ccc3c(c2)CC(=O)N([C@@H](C)CO)C[C@@H](C)[C@H](CN(C)S(=O)(=O)c2ccc(C)cc2)O3)cc1
8) Cc1ccc(S(=O)(=O)/N=c2\scc(C)n2C)cc1
9) CCCNC(=O)N1C[C@H](C)[C@@H](OC)CN(C)C(=O)c2ccc(NC(C)=O)cc2OC[C@H]1C
10) CCCCOc1ccc(C(=O)NCC(=O)NCCOc2ccccc2OC)cc1
11) C(=N\N(Cc1ccccc1)c1ccccc1)/c1ccco1
12) O=C(NNC(=O)c1cc2cc(OC(F)(F)F)ccc2[nH]1)c1cccc(C(F)(F)F)c1
13) CO[C@H]1CN(C)C(=O)c2ccc(NC(=O)c3cccc(F)c3)cc2OC[C@H](C)N(C(C)=O)C[C@H]1C
14) COc1ccccc1Cc1c(-c2ccc(Cl)cc2)nc2c3ccccc3ccn12
15) COc1ccccc1N(CC(=O)NCc1ccc(F)cc1)C(=O)CCC(=O)Nc1ccccn1
16) CC1CN(C(=O)CN2C(=O)NC3(CCCC3)C2=O)C(=Nc2cccc(S(=O)(=O)N(C)C)c2)S1 (stereo not drawn)
17) COc1ccc(-c2cc(C(=O)N3CCN(c4ccc(F)cc4)CC3)no2)cc1
compound no.	6	7	8	9	10	11	12	13	14	15	16	17
FN deposition inh	/	-7	11	-8	-3	/	-16	/	-4	2	/	-11
INS-1E GSIS act	1	-2	14	-1	-12	-9	-29	-4	35	-4	-6	5
EWS-Fli inh	-5	33	-1	-4	0	7	8	4	-2	-2	-3	8
PAX8 inh HTS	0	20	20	-3	-6	-4	17	/	40	15	13	0
DENV2 CPE rescue	-3	1	3	16	-5	0	0	-6	-9	14	/	2
CFTR F508del cor	-4.3	-0.1	4.0	-2.0	-1.2	-5.9	-0.3	-0.5	2.1	0.6	-5.4	1.8
miR122 inh	/	-8[16.7 µM]	25	0[16.7 µM]	-9	-3	/	2[16.7 µM]	/	/	/	-1

18) C[C@@H]1ON(C)[C@H]2C[C@H]3c4cc(-c5ccc(F)cc5)ccc4CCN3C[C@@H]12
19) COc1cccc(Nc2ccc(N3CCCCC3)cc2)c1OC
20) CN(C)c1ncnc2c1ccn2C1OC(CO)C(O)C1O (stereo not drawn)
compound no.	18	19	20
FN deposition inh	-14	9	17
INS-1E GSIS act	-32	/	-5
EWS-Fli inh	0	-124	63*
PAX8 inh HTS	10	-111	?
DENV2 CPE rescue	0	-3	-10
CFTR F508del cor	-2.9	1.4	-3.7
miR122 inh	/	-3	/

# (further entries)
21) C[C@@H]1CCCCO[C@H](CN(C)Cc2ccc(Cl)c(Cl)c2)[C@@H](C)CN([C@@H](C)CO)C(=O)c2cc(NC(=O)Nc3cccc4ccccc34)ccc2O1
22) COc1ccc(S(=O)(=O)N[C@H]2C=C[C@H](CC(=O)NCc3ccccc3F)O[C@H]2CO)cc1
23) CC1(C)CC(=O)C=C(NCC2CCCO2)C1 (stereo not drawn)
24) Cc1ccc(S(=O)(=O)N2CCN(C(=O)/C=C/c3ccccc3)CC2)cc1C
25) O=C1CC(C(=O)N2CCN(c3ccc(F)cc3)CC2)CN1CCc1ccccc1 (stereo not drawn)
26) COc1ccc(N/C=C2/Sc3ccccc3NC2=O)cc1
27) CO[C@@H](CN(C)C(=O)Nc1ccc(F)cc1)[C@H](C)CN(Cc1ccccc1Cl)[C@@H](C)CO
28) CCN(CC)S(=O)(=O)c1cccc(C(=O)NC(C(=O)NNC(=O)c2ccccc2F)C(C)C)c1 (stereo not drawn)
29) CO[C@@H](CN(C)Cc1cc(F)ccc1F)[C@@H](C)CN(C(=O)Nc1ccc(C(F)(F)F)cc1)[C@@H](C)CO
30) CCOC(=O)Cc1csc(NC(=O)c2cnc3sc(C)cn3c2=O)n1
compound no.	21	22	23	24	25	26	27	28	29	30
FN deposition inh	-3	-1	/	-7	2	2	-11	2	/	2
INS-1E GSIS act	4	-1	2	-37	/	-8	1	-3	/	-3
EWS-Fli inh	2	-2	11	13	-4	-86	2	-2	4	/
PAX8 inh HTS	19	5	/	6	6	-144	/	-2	/	-130
DENV2 CPE rescue	-5	-1	14	-3	-7	-3	1	4	?	1
CFTR F508del cor	3.9	5.4	1.0	0.4	-2.5	-3.1	-2.9	-2.2	0.2	0.0
miR122 inh	15[16.7 µM]	/	0	-6	-11	4	/	1	/	/

31) Cc1cc(C)c2c(CN3CCCCC3)cc(=O)oc2c1
32) CC1(C(=O)Nc2ccc3ccccc3c2)CCC(=O)N1C1CC1 (stereo not drawn)
33) O=C(CCSc1ccccc1)NC(=O)COC(=O)C1CCCCC1
34) COc1ccc(Cl)cc1NC(=O)CN1CCc2ccccc21
35) COc1ccc(C(=O)COC(=O)CN2C(=O)C3C4C=CC(C5CC45)C3C2=O)cc1 (stereo not drawn)
36) CN1CCN(CC(=O)Nc2nnc(-c3cccs3)s2)CC1
compound no.	31	32	33	34	35	36
FN deposition inh	-4	1	-8	-19	-2	4
INS-1E GSIS act	-1	0	14	-7	13	13
EWS-Fli inh	-11	-7	-5	14	0	/
PAX8 inh HTS	-12	-5	1	11	9	-2
DENV2 CPE rescue	-6	7	/	6	3	/
CFTR F508del cor	0.2	0.2	-2.3	0.2	/	/
miR122 inh	/	3	/	/	/	/

# Assay outcomes: PubChem, Broad Institute
